Screening results (PubChem)
NALP3 yeast inh = blocks the NALP3 inflammasome reconstituted in yeast. Yeast reconstituted NLRP3/ASC/caspase-1, beta-gal luminescence, 24 h. inhibition, % at 10 µM. 330,000 compounds, 0.39% hits;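 active = inhibition of 50% or more; inactive = inhibition below 50%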;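 note: plate controls were induced DMSO wells for no effect and uninduced yeast grown without galactose for full effect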
mIAP act = increases mouse intestinal alkaline phosphatase activity. muIAP, CDP-Star luminescence, 30 min; stronger effect = higher value; 1 = vehicle-only enzyme signal, 0 = enzyme-free wells. activation factor at 10 µM. 330,000 compounds, 0.24% hits. AID 2805;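 active = activation factor of at least 2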; note: the source names both 10 and 20 µM as test concentration; values of inactives mirror those of a sister screen read the other way
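Assay system: mouse IAP enzyme; Reagent: CDP-Star chemiluminescent phosphatase substrate; Compound: DMSO-dissolved test compounds; Incubation: 30 min, room temperature; Technique: luminescence from enzymatic CDP-Star hydrolysis; Controls: DMSO-only wells and no-enzyme negative control.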
APOBEC3A inh = human APOBEC3A DNA deaminase inhibition. AID 493011. inhibition, % at 20 µM. 330,000 compounds, 0.41% hits. recombinant A3A, FAM/TAMRA ssDNA deamination fluorescence;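 active = at least 40% inhibition at 20 µM here, with at most 30% in a related deaminase screen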;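 note: plate controls were A3A with DMSO for no effect and wells lacking A3A enzyme for full effect; some results filed as inactive read as strong as hits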
Target sequence (P31941 whole entry, looked up): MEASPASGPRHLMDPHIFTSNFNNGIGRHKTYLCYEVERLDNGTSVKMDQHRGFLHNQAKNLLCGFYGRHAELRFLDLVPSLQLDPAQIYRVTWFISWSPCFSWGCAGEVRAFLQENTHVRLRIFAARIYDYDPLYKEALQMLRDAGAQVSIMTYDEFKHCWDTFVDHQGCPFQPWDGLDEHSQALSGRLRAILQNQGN
SENP1 FRET inh = blocks the human SENP1 SUMO protease catalytic domain; Q9P0U3; recombinant SENP1 catalytic domain, CyPet-SUMO1-YPet FRET cleavage; inhibition, % at 10 µM; 360,000 compounds, 0.21% hits; AID 624204;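 active = inhibition at least 30% at 10 µM, raw YFP signal under a set limit, fluorescence ratio 0.5 to 1.5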;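 note: 0% = enzyme with DMSO and 100% = no enzyme wells; some results filed as inactive read as strong as hits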
Target sequence (Q9P0U3 419-644 limits assumed): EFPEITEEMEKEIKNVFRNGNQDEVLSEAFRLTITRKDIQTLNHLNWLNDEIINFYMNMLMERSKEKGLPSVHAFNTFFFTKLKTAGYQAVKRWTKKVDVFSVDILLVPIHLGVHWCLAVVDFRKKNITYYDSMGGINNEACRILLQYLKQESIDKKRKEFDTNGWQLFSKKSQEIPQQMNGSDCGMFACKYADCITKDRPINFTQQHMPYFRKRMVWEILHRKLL
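material = recombinant human SENP1 catalytic domain, His6-tagged | quantity = 20 pM enzyme | reagent = 25 nM SUMO1 FRET substrate | compound dosing = 10 µM single point, 0.5% DMSO | timing = 50 min enzyme reaction, room temperature, light-protected | detection = FRET, CFP and YFP emission | control set = no-enzyme low, enzyme-DMSO high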
APOBEC3G inh = blocks human APOBEC3G single-stranded DNA deamination. Q9HC16. recombinant A3G, ssDNA deamination FAM/TAMRA fluorescence. inhibition, % at 20 µM. 330,000 compounds, 0.28% hits;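 active = inhibition of at least 40% at 20 µM, with no more than 30% in the related APOBEC3A deaminase screen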;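 note: plate controls were DMSO wells with A3G for no effect and wells lacking A3G enzyme for full effect; some compounds called inactive have numbers as strong as hits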
Target sequence (Q9HC16 whole entry, looked up): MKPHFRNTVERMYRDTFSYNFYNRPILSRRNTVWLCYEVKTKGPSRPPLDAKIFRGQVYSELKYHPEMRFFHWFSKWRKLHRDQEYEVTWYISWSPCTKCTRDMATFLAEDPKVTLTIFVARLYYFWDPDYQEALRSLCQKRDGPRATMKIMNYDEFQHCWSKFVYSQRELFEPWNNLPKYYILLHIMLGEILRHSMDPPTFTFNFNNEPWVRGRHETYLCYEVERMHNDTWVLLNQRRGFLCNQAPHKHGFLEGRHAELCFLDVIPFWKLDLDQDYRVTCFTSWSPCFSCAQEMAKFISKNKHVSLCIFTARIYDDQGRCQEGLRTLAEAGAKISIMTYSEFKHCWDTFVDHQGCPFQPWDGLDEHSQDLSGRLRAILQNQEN
hIAP block = human IAP inhibition | P09923 | AID 2544 | purified IAP, CDP-Star luminescence, 30 min | 330,000 compounds, 0.12% hits | inhibition, % at 10 µM;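 active = inhibition reaching a set limit with compound at 10 µM in the primary screen, cut at about 35% in these data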;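 note: plate controls were DMSO wells with enzyme for no effect and no-enzyme buffer wells for full effect; values of inactives mirror those of a sister screen read the other way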
hIAP activ = increases human intestinal alkaline phosphatase activity. P09923. purified human IAP, CDP-Star luminescence, 30 min; stronger effect = higher value; 1 = vehicle-only enzyme, 0 = enzyme-free background. activation factor at 10 µM. 330,000 compounds, 0.16% hits;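 active = activation factor of the enzyme at least 2-fold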; note: the source names both 10 and 20 µM as test concentration; values of inactives mirror those of a sister screen read the other way
mIAP inh = blocks mouse intestinal alkaline phosphatase | AID 2806 | inhibition, % at 10 µM | 330,000 compounds, 0.2% hits | purified mouse IAP, CDP-Star luminescence, 30 min;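 active = inhibition of at least 40% at 10 µM in the primary screen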;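 note: plate controls were DMSO with enzyme for no effect and no enzyme wells for full effect; values of inactives mirror those of a sister screen read the other way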
MIN6 prolif = MIN6 beta-cell proliferation induction | MIN6 cells proliferation, ATPlite luminescence, 48 h; cells starved in 0.2% serum; 100% = growth in 10% serum | proliferation, % at 10 µM | 330,000 compounds, 0.29% hits;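 active = compounds whose signal lies at least 3.5 SD above the mean of all wells on their plate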;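 note: 0% = DMSO-treated cells in low-serum medium and 100% = 10% serum control; some compounds called inactive have numbers as strong as hits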
Active calls of the source: *; nt = not tested or not shown. Not all compounds are listed, so the mix of outcomes need not match the whole.

A first look, 4 compounds:
SMILES	NALP3 yeast inh	mIAP act	APOBEC3A inh	SENP1 FRET inh	APOBEC3G inh	hIAP block	hIAP activ	mIAP inh	MIN6 prolif
Cc1cnc(=O)[nH]c1SCc1ccc([N+](=O)[O-])cc1	5	1	-1	0	-6	-32	1.3	0	-2
Cc1ccc(/C=N/NC(=O)c2cc(-c3ccccc3)nc3ccccc23)o1	14	1	-2	2	-4	-52	1.5	-1	-3
COCCN(C(=O)COC(=O)/C=C/c1cccc(OC)c1)c1c(N)n(CC(C)C)c(=O)[nH]c1=O	1	1	1	1	-3	3	0.97	-2	-2
CC(=O)c1cccc(NC(=O)C2CCN(S(=O)(=O)c3ccc(C)cc3)CC2)c1	9	0.92	-7	2	-5	-11	1.1	8	0

This part in full (from the top)
SMILES	NALP3 yeast inh	mIAP act	APOBEC3A inh	SENP1 FRET inh	APOBEC3G inh	hIAP block	hIAP activ	mIAP inh	MIN6 prolif
Cc1cnc(=O)[nH]c1SCc1ccc([N+](=O)[O-])cc1	5	1	-1	0	-6	-32	1.3	0	-2
Cc1ccc(/C=N/NC(=O)c2cc(-c3ccccc3)nc3ccccc23)o1	14	1	-2	2	-4	-52	1.5	-1	-3
COCCN(C(=O)COC(=O)/C=C/c1cccc(OC)c1)c1c(N)n(CC(C)C)c(=O)[nH]c1=O	1	1	1	1	-3	3	0.97	-2	-2
CC(=O)c1cccc(NC(=O)C2CCN(S(=O)(=O)c3ccc(C)cc3)CC2)c1	9	0.92	-7	2	-5	-11	1.1	8	0
Cc1cccc(C)c1OCC(C)N (stereo not given)	5	0.93	-1	2	-6	17	0.83	7	-2
CSc1ncccc1C(=O)N1CCN(S(=O)(=O)c2cc(C)ccc2C)CC1	23	0.91	0	0	-4	-7	1.1	9	0
Nc1c2c(nc3c1CCC3)CCCC2	-2	1	-2	nt	-8	17	0.83	-1	5
CC(C)(C)c1ccc(CS(=O)(=O)CC(O)CN2CCCC2=O)cc1 (stereo not given)	7	0.91	-2	1	-5	9	0.91	9	3
O=C(OCC(=O)N1CCN(c2ccccc2)CC1)c1ccc2ccccc2n1	4	0.97	23	1	3	17	0.83	3	-1
CSc1ccc(/C=N/S(=O)(=O)c2ccccc2)cc1	1	0.88	-2	0	-5	-9	1.1	12	-4
COc1cccc(N2CC(C(=O)Nc3nnc(SCC(=O)Nc4cc(C)on4)s3)CC2=O)c1 (stereo not given)	2	0.98	0	-3	-7	-21	1.2	2	-2
CC1(C)Cc2ccccc2C(N/N=C/c2ccc([N+](=O)[O-])cc2)=N1	10	0.84	-1	10	-8	6	0.94	16	-1
Brc1cccc(CN2CCN(c3ncccn3)CC2)c1	25	0.94	4	1	-1	-27	1.3	6	-3
CN(CC(=O)Nc1ccc(Cl)c(C(F)(F)F)c1)C(=O)C1CCC1	20	1	3	0	-4	12	0.88	-2	0
Cc1cc(C(=O)CSc2nncn2C)c(C)n1-c1ccccc1	15	0.99	-7	2	-8	-18	1.2	1	-5
COc1ccc(NS(=O)(=O)c2cccc(NC(=O)c3ccccn3)c2)cc1	11	1.1	-1	2	-2	4	0.96	-8	-3
C/C(=N\NC(=O)c1ccccc1F)c1cccc(NC(=O)c2ccccc2)c1	2	1	1	1	2	-3	1	-1	2
CC(=O)Nc1ccc(N2C(=O)C3C4CC(=O)C(c5ccccc54)C3C2=O)cc1 (stereo not given)	-8	1	-5	1	2	-16	1.2	0	-1
COCCN(C(=O)CCCC(=O)Nc1ccccn1)C(C(=O)NC1CCCCC1)c1ccc(C)cc1 (stereo not given)	-6	1	2	-1	-3	-3	1	-3	-1
COc1ccccc1CNC(=O)COC(=O)C1CCN(S(=O)(=O)c2ccc(C)c(C)c2)CC1	14	0.98	-4	0	-6	3	0.97	2	1
Cc1cccc(-c2cc3nc4c(c(N5CCCC(O)C5)n3n2)CCC4)c1 (stereo not given)	23	0.98	-2	-3	-4	11	0.89	2	0
Cn1c(=O)oc2cc(S(=O)(=O)N3CCC(C(=O)N4CCN(c5ccc(F)cc5)CC4)CC3)ccc21	2	1	0	3	-6	-2	1	-4	3
CCOc1ccccc1N(CC(=O)NC1CCCCC1)S(C)(=O)=O	-3	0.92	-1	1	1	13	0.87	8	0
CS(=O)(=O)c1ccc(Cl)c(NC(=O)COc2ccc3c(c2)CCC3)c1	3	0.87	12	-2	2	-11	1.1	13	-3
O=C1CCc2ccccc2N1	-1	1	2	0	-6	-5	1	-2	-4
SMILES	NALP3 yeast inh	mIAP act	APOBEC3A inh	SENP1 FRET inh	APOBEC3G inh	hIAP block	hIAP activ	mIAP inh	MIN6 prolif
C/C(=N\Nc1nc(N2CCCCC2)nc(N2CCOCC2)n1)c1ccccc1O	28	0.95	-5	3	-4	2	0.98	5	-2
CC1Sc2ccc(S(=O)(=O)CCC(=O)N3CCN(c4ccccc4F)CC3)cc2NC1=O (stereo not given)	13	0.92	-6	3	-6	-15	1.1	8	1
O=C(O)C(NS(=O)(=O)c1cccc2nsnc12)c1ccccc1 (stereo not given)	-1	0.94	0	2	-7	2	0.98	6	4
O=C(NCc1csc2ccc(Cl)cc12)Nc1cccc2ccccc12	8	1.6	-3	1	-5	11	0.89	-59	2
O=C1C2C3C=CC(C3=C(c3ccccc3)c3ccccc3)C2C(=O)N1CCO (stereo not given)	6	1	0	1	1	14	0.86	-2	3
CCOCCCN(CCC#N)C(=O)C1CCN(S(=O)(=O)c2ccc(-n3cnnn3)cc2)CC1	4	0.88	2	-1	0	0	1	12	2
O=C(Nc1cccc(NC(=O)c2ccc(-c3ccc(Br)cc3)o2)c1)c1ccccc1	10	1	-3	1	-3	3	0.97	-3	-4
O=[N+]([O-])c1ccc(OCCOCCOc2ccc([N+](=O)[O-])cc2)cc1	4	1.1	3	2	-4	6	0.94	-8	-1
COc1ccccc1-n1c(SCC(=O)N2CCCCC2)nc(O)c(Cc2ccccc2)c1=O	5	0.93	-8	-1	-7	-2	1	7	0
O=C(NCCSc1ccccc1)c1cccnc1	-4	1	-2	-1	-8	-5	1.1	0	-2
COc1ccc(C2(CNS(=O)(=O)c3ccc(C)cc3)CCOCC2)cc1	2	1	-6	5	-9	0	1	-3	0
C/C(=N\NC(=O)CCCNc1ccc(C)cc1)c1ccccn1	11	0.95	0	4	-1	-28	1.3	5	-4
Cc1ccc(Nc2nc(-c3cccs3)cs2)nc1	3	0.97	-2	-4	-7	5	0.95	3	-5
O=C(c1cccc(F)c1)N1CCN(S(=O)(=O)c2ccccc2)CC1	-11	0.94	-5	3	-3	6	0.94	6	0
COc1cc(C(=S)N2CCOCC2)ccc1OC(=O)c1cc([N+](=O)[O-])cc([N+](=O)[O-])c1	11	0.97	-2	3	-3	7	0.93	3	0
COCc1c(C(=O)N2CCN(CCOc3ccccc3)CC2)oc2ccccc12	14	0.91	-3	-1	-3	7	0.93	9	0
CCc1ccc(CC2S/C(=C(\C#N)C(C)=O)NC2=O)cc1 (stereo not given)	-11	1	-4	-7	-6	-3	1	-2	-2
O=S(=O)(NC1CCCCC1Sc1ncccn1)c1ccccc1 (stereo not given)	-11	1	1	1	-2	16	0.84	0	-1
O=S(=O)(NCc1ccco1)c1cnc(Cl)c(Cl)c1	15	0.97	0	0	-4	11	0.89	3	-3
O=C(CCN1CCCCC1)Nn1c(=S)[nH]c2ccccc2c1=O	4	0.98	-1	-4	-3	-2	1	2	1
CCc1ccc2c(Cl)c(C(=O)N/N=C/c3c[nH]c4ccccc34)sc2c1	11	0.88	0	-16	-6	-3	1	12	-3
O=c1sc2ccccc2c(N2CCCC2)c1[N+](=O)[O-]	-6	1.1	1	2	-11	-6	1.1	-9	-2
Cc1ccc(S(=O)(=O)CCSc2n[nH]c(=O)n2-c2ccc3c(c2)OCCO3)cc1	4	1	-3	1	-9	-28	1.3	-5	-4
COc1ccc(-c2cc(C(F)(F)F)nc(SCC(=O)Nc3cc(C)on3)n2)cc1	-6	1	0	0	-4	-10	1.1	-2	-3
O=C(CNC(=S)N(CCCN1CCOCC1)Cc1cccs1)N1CCCC1	0	1	-3	0	-9	6	0.94	-3	-3

The final 3 compounds of the section above come first, to join the parts.
SMILES	NALP3 yeast inh	mIAP act	APOBEC3A inh	SENP1 FRET inh	APOBEC3G inh	hIAP block	hIAP activ	mIAP inh	MIN6 prolif
Cc1ccc(S(=O)(=O)CCSc2n[nH]c(=O)n2-c2ccc3c(c2)OCCO3)cc1	4	1	-3	1	-9	-28	1.3	-5	-4
COc1ccc(-c2cc(C(F)(F)F)nc(SCC(=O)Nc3cc(C)on3)n2)cc1	-6	1	0	0	-4	-10	1.1	-2	-3
O=C(CNC(=S)N(CCCN1CCOCC1)Cc1cccs1)N1CCCC1	0	1	-3	0	-9	6	0.94	-3	-3
CCOC(=O)NC(NCc1ccccc1Cl)(C(F)(F)F)C(F)(F)F	-17	1	1	-8	-3	-2	1	-5	0
O=C(NCCCn1ccnc1)C(=O)NCC1OCCN1S(=O)(=O)c1ccc(F)cc1 (stereo not given)	3	0.99	-1	2	-3	0	1	1	-1
CC1(C)CC(=NOC(=O)c2ccccc2)CC(C)(C)N1O	18	1.2	-2	2	-2	-6	1.1	-15	-2
N#Cc1nc(COc2ccccc2Cl)oc1NCc1ccc(F)cc1	18	1	3	0	3	0	1	-2	-2
Cc1ccc(/C=N/N2CCN(c3ccccc3)CC2)cc1	20	1	0	3	-11	-4	1	-4	4
COCCn1ccc2c(OCC(=O)NCCc3ccccc3)cccc2c1=O	-2	0.98	-2	1	-10	0	1	2	1

Some entries already given, reduced to SENP1 FRET inh and hIAP block.
| SMILES | SENP1 FRET inh | hIAP block |
| --- | --- | --- |
| O=C(NCCCn1ccnc1)C(=O)NCC1OCCN1S(=O)(=O)c1ccc(F)cc1 (stereo not given) | 2 | 0 |
| CC1(C)CC(=NOC(=O)c2ccccc2)CC(C)(C)N1O | 2 | -6 |
| N#Cc1nc(COc2ccccc2Cl)oc1NCc1ccc(F)cc1 | 0 | 0 |
| Cc1ccc(/C=N/N2CCN(c3ccccc3)CC2)cc1 | 3 | -4 |
